# Screens as filed in PubChem BioAssay.
# SRC3 TRFRET art – TR-FRET detection interference compounds, artefact control for PPARgamma SRC-3 recruitment agonists, biochemical, TR-FRET ratio; TR-FRET artefact counter-screen, PPARgamma/SRC-3 format; active compounds read high; TR-FRET ratio at 8 µM; 99,000 compounds, 0.39% hits; AID 1048, 2008; in the data active = TR-FRET ratio above about 2000; note: inactives centre near 1600
# SRC1 TRFRET art – TR-FRET detection interference compounds, primary screen, artefact control for PPARgamma SRC-1 recruitment agonists, biochemical, TR-FRET emission ratio | TR-FRET detection artefact counter-screen; active compounds read high | TR-FRET ratio at 8 µM | 99,000 compounds, 0.34% hits | AID 1051, 2008; in the data active = TR-FRET ratio above about 2300; note: inactives centre near 1800
# * marks the source's active call; other numbers are inactive results.
# Each structure is followed by: SRC3 TRFRET art | SRC1 TRFRET art
- CC(=O)OCC(=O)[C@@]1(O)CC[C@H]2[C@@H]3CCC4=CC(=O)CC[C@]4(C)[C@H]3[C@@H](O)C[C@@]21C
  1519 | 1672
- O=C(O)c1ccc(COc2ccccc2/C=C2\NC(=O)N(Cc3ccc(F)cc3)C2=O)cc1
  1588 | 1810
- CC(C)CC(=O)NC(=S)Nc1ccc(S(=O)(=O)NC(C)(C)C)cc1
  1433 | 1575
- CNCCOc1nc(N2CCOCC2)nc(C)c1[N+](=O)[O-]
  1657 | 1695
- CCS(=O)(=O)c1ccc(OC)c(N=Nc2ccc(O)c3ncccc23)c1
  1685 | 1841
- CSc1nc(Cc2ccccc2)cc(=O)[nH]1
  1425 | 1620
- COc1ccc(C)cc1N=Nc1ccc(O)c2ncccc12
  1710 | 2086
- Cc1sc2ncn(CC(=O)NCCCC(=O)N3CCN(Cc4ccc5c(c4)OCO5)CC3)c(=O)c2c1C
  1449 | 1730
- CC(C)n1c(O)c(N=NC(=O)Cn2ccc(C(F)(F)F)n2)c2ccccc21
  1608 | 1708
- O=C(OCCN1CCCCC1)C1(c2ccccc2)CCCC1
  1629 | 1882
- CCOC(=O)C1(CC2CC2)CCN(Cc2cnc(-c3ccc(OC)cc3)nc2)CC1
  1711 | 1798
- COc1ccc(-c2cc(C)nc(SCc3cccc(C(=O)O)c3)n2)cc1
  1780 | 2064
- c1coc(CSCc2cn3cccnc3n2)c1
  1631 | 1789
- CNCc1cc(Cl)cc(OC)c1OC(C)C
  1573 | 2038
- CN(C)CC(C)(C)CNC(=S)Nc1ccc(S(=O)(=O)N2CCOCC2)cc1
  1809 | 1835
- Cc1cccc(NC(=O)c2c([N+](=O)[O-])c(C(C)(C)C)nn2C)c1
  1497 | 1685
- O=C(Cn1cnc2c(nnn2-c2cccc(Cl)c2)c1=O)NCc1ccccc1
  1467 | 1821
- O=C(NC(=S)Nc1cccc(Cl)c1N1CCCCC1)c1ccc2c(c1)OCCO2
  1815 | 1914
- COc1ccc(C(=O)NNC(=O)C(=O)NCc2ccccc2)cc1
  1502 | 1546
- COc1cccc(COCCN2CCN(S(=O)(=O)c3ccc(C)cc3)CCC2=O)c1
  1446 | 1746
- COc1cc(C)c(/C=C(\C#N)C(=O)Nc2cccc(C)c2)cc1C(C)C
  1431 | 1664
- Cc1cc(=O)c(C(=O)O)cn1-c1ccc(C(C)C)cc1
  1683 | 2026
- COc1ccc(/C([O-])=C(/C(=S)Nc2ccc(C)c(C)c2)n2c[n+](C)c3ccccc32)cc1OC
  1457 | 1925
- CSC1=NC2(CCCCC2)C2=C(CCCC2)N1
  1646 | 1905
- Cc1cc(Nc2cccc(Cl)c2)nc(NCc2ccccc2)n1
  1757 | 1792
- O=C(COc1ccc(Br)cc1Cl)NC(=O)Nc1ccc2c(c1)OCCO2
  1462 | 1727
- CC(=O)C1=C(C)N(Cc2ccccc2)C(=O)N[C@H]1c1cccc(C(F)(F)F)c1
  1396 | 1690
- O=C(COC(=O)c1ccccc1NS(=O)(=O)c1cccs1)NC1CCCCC1
  1765 | 1766
- CCOC(=O)CSc1nc2c(sc(=S)n2-c2ccccc2)c(=O)[nH]1
  1522 | 1851
- COc1ccc(OCCNS(=O)(=O)c2cccc([N+](=O)[O-])c2)cc1
  1501 | 1875
- O=C(Nc1cccnc1)c1cc(-c2ccc(Cl)cc2)on1
  1830 | 1988
- COc1cc(CNCCCN2CCOCC2)c(Br)cc1OCC(=O)Nc1ccccc1C
  1604 | 1845
- CCOc1c(Cl)cc(C(=O)Nc2cccc(C(=O)O)c2)cc1Cl
  1869 | 1745
- CC(C)(C)S(=O)(=O)c1cnc2c(S(=O)(=O)c3ccccc3)cnn2c1N
  1608 | 1890
- CC(C)[C@H](NC(=O)c1ccccc1)C(=O)OCC(=O)N1CCCc2ccccc21
  1467 | 1460
- CC1=CC(C)(C)C(C(=O)O)C(C(=O)O)C1 (stereo unspecified)
  1529 | 1716
- CCOc1cccc(CN2CCN(Cc3ccc(C)o3)C(CCO)C2)c1O (stereo unspecified)
  1495 | 1571
- Cc1c([N+](=O)[O-])c([N+](=O)[O-])nn1CC(=O)N1CCCCC1
  1675 | 1774
- Cc1nnnn1CC(=O)Nc1cccc([N+](=O)[O-])c1
  1627 | 1690
- Cc1ccc(CNC(=O)N[C@@H](Cc2ccccc2)C(=O)O)cc1
  1564 | 1876
- O=C(Nc1nnc(CSCc2ccc(F)cc2)s1)c1ccc([N+](=O)[O-])cc1
  1374 | 1831
- O=C(N/N=C/C1C(c2ccccc2)C1(Cl)Cl)c1cccc(Cl)c1 (stereo unspecified)
  1581 | 2079
- CC(=O)N1CCOCCOCCN(C(C)=O)CCOCCOCC1
  1593 | 1967
- Cn1c(=O)[nH]c(=O)c2cc(C(=O)c3cc(F)ccc3O)cnc21
  1760 | 1708
- CC1=NN(c2ccc(C)cc2)C(=O)/C1=C\c1ccc(Br)s1
  1550 | 1809
- COc1cc(/C=C/C(=O)OCC(=O)c2c(N)n(C)c(=O)n(C)c2=O)ccc1OC(F)F
  1426 | 1878
- Cc1cccc(NC(=S)N(CCN(C)C)Cc2cc3cccc(C)c3[nH]c2=O)c1
  1582 | 1831
- CCOc1ccccc1C(=O)Nc1cc(C(=O)NCC(C)C)ccc1Cl
  1604 | 1888
- Cc1ccc(-n2nc(C)c3c2NC2=C(C(=O)CC(C)(C)C2)C3c2ccccc2OCC(=O)O)cc1 (stereo unspecified)
  1350 | 1860
- CCNc1ccc(C2(O)C(=O)c3ccccc3C2=O)cc1
  1599 | 1692
- COCCNC(=O)CCCn1c(=O)c2cc(OC)c(OC)cc2n(CC(=O)c2cccc(OC)c2)c1=O
  1653 | 2008
- COc1ccc(N(C(C)C(=O)N/N=C(\C)C(C)(C)C)S(C)(=O)=O)cc1 (stereo unspecified)
  1543 | 1628
- O=C(CSc1nc2ccccc2n1CC(=O)N1CCCC1)Nc1ccc2c(c1)OCO2
  1616 | 1906
- Cc1ccc(C(C)C)c(OCC(=O)N2CCOCC2)c1
  1591 | 2188
- O=C(NCCc1ccccc1F)/C(=C/c1cccnc1)NC(=O)c1ccccc1
  1486 | 1762
- CS(=O)(=O)NCCNc1ccc(C(F)(F)F)cc1[N+](=O)[O-]
  1632 | 1917
- CCOC(=O)c1sc(N2N=C(C)/C(=C\c3ccc(OCC(=O)OC)cc3)C2=O)nc1C
  1692 | 1724
- COc1ccc(C2CC(c3cccs3)=NN2C(=S)Nc2ccccc2)cc1OC (stereo unspecified)
  1682 | 1830
- O=C(CSc1nnc(Cn2c(=O)sc3ccccc32)n1-c1ccccc1)N1CCCCCC1
  1581 | 1763
- CCCCCCc1c(C)nc(-n2[nH]c(C)c(CCO)c2=O)[nH]c1=O
  1671 | 1999

# (further entries)
# Each structure is followed by: SRC3 TRFRET art | SRC1 TRFRET art
- Cc1cc(NC(=O)c2cccs2)ncc1NC(=O)c1cccc(F)c1
  1641 | 1458
- O=C(CSc1nnc(SCc2ccc(Cl)cc2)s1)N1CCOCC1
  1427 | 2063
- O=C(N/N=C/c1cc2c(cc1Cl)OCO2)c1ccncc1
  1679 | 2010
- O=C(Cn1nnc(-c2ccccc2)n1)N/N=C/c1ccco1
  1608 | 1903
- Cc1ccccc1Oc1nc2ccccn2c(=O)c1/C=C(\C#N)C(=O)Nc1c(C)n(C)n(-c2ccccc2)c1=O
  1674 | 1734
- N#Cc1ccccc1NC(=O)CSc1nnc(-c2ccncc2)o1
  1398 | 1700
- COc1ncnc2sc(-c3ccccc3)cc12
  1659 | 1780
- Clc1ccc(-c2csc(=Nc3cccnc3)n2CCCn2ccnc2)cc1Cl
  1729 | 1825
- CN(C/C=C/c1ccccc1)C1CCCCC1
  1524 | 1671
- O=C(COC(=O)/C=C/c1ccco1)Nc1cccc([N+](=O)[O-])c1
  1560 | 1808
- CC(=O)N/C(=C\c1ccccc1)C(=O)NC(C)C(=O)O (stereo unspecified)
  1295 | 1545
- CC1Cc2ccccc2N1CC(=O)c1c(N)n(Cc2ccccc2)c(=O)n(C)c1=O (stereo unspecified)
  1873 | 2015
- Cc1ccc2nc(-c3ccncc3)c(NC3CCCCC3)n2c1
  1784 | 1768
- CCCCCNC(=O)c1cccnc1SCC(=O)Nc1ccccc1OC
  1613 | 1838
- CNc1nc2sc3c(c2c(=O)n1C)CC(C)(C)SC3
  1638 | 2259
- Cn1c(N)c(C(=O)COC(=O)CCC2CCCCC2)c(=O)n(C)c1=O
  1512 | 1518
- O=C(NCC(c1ccco1)N1CCN(c2ccccc2F)CC1)OCc1ccccc1 (stereo unspecified)
  1815 | 1711
- CCOC(=O)N/N=C/c1c(F)cccc1F
  1448 | 1621
- CC(C)CNC(=O)COC(=O)c1cc(S(=O)(=O)N(C)C)ccc1N1CCCC1
  1573 | 1664
- CCOc1cc(/C=N/NC(=O)C(=O)Nc2cc(Cl)ccc2C)ccc1O
  1472 | 1463
- C=CCNc1cc(N2CCCC2)ccc1[N+](=O)[O-]
  1601 | 1929
- O=C(CC1C(=O)NCCN1CC1CCCCC1)NCc1ccc(F)cc1 (stereo unspecified)
  1692 | 1826
- O=C(C1CCN(Cc2ccc(F)cc2)CC1)N(CCc1ccccc1)Cc1ccccc1
  1555 | 1892
- CS(=O)(=O)N(CC(=O)N1CCCC1)c1cc(C(F)(F)F)ccc1Cl
  1654 | 1958
- COc1ccc(/C=C(/NC(=O)c2ccc(OC)cc2)C(=O)NCCc2c[nH]c3ccccc23)cc1
  1630 | 2004
- CCC(C)C(=O)Nc1cccc(SC)c1 (stereo unspecified)
  1496 | 1654
- CN(C)c1ncc(C(=O)O)cn1
  1602 | 1939
- CC(=O)N[C@@H](C)C(=O)N1CCN(S(=O)(=O)c2ccc(Cl)cc2)CC1
  1523 | 1844
- Nc1nnnn1CC(=O)N/N=C/c1cc([N+](=O)[O-])ccc1Cl
  1375 | 1998
- COC(=O)c1sccc1NC(=O)c1ccc(OC)c([N+](=O)[O-])c1
  1550 | 1774
- CC1=CC(=C(C#N)C#N)C=C(C)N1Cc1ccccc1
  1566 | 1865
- O=C(NCCNC(=O)c1ccc([N+](=O)[O-])cc1)c1ccncc1
  1507 | 1820
- O=C(NC1CC2CCCC(C1)N2C(=S)NCCc1ccccc1)C1CC1 (stereo unspecified)
  1387 | 1849
- CC(C)(C)c1cc(NC(=O)Nc2ccc(Br)cc2Cl)no1
  1585 | 1945
- Cc1nn(-c2ccccc2)c(Cl)c1C(=O)N(C)c1nc(-c2ccc(F)cc2)cs1
  1337 | 1581
- O=C(O)CC/C(=N\NC(=O)c1ccc(F)cc1)c1ccc(Br)cc1
  1471 | 1871
- Cc1cc(N2CCOCC2)nc(SCc2c(Cl)cccc2Cl)n1
  1368 | 1793
- Cc1ccc(S(=O)(=O)N2CCC(=O)N(C(COC(=O)Nc3ccccc3)Cc3ccccc3)CC2)cc1 (stereo unspecified)
  1480 | 1584
- CCOC(=O)c1c(C)[nH]c(C)c1C=O
  1525 | 1895
- CCOC(=O)c1cccc(NC(=O)CCc2ccccc2)c1
  1322 | 1714
- CC(=O)Nc1cccc(NC(=O)CSc2ccc(-c3ccccn3)nn2)c1
  1515 | 1622
- O=S(=O)(/N=C(/Nc1ccc(F)c(F)c1F)c1ccccc1)c1ccccc1
  1699 | 1715
- COc1ccc(/C(N)=N/OC(=O)c2cccs2)cc1OC
  1539 | 1736
- Nn1c(=O)[nH]c2c([nH]c3ccccc32)c1=O
  1416 | 1565
- O=C(NNC(=S)Nc1cccc(Cl)c1)c1ccccc1OC(F)F
  1495 | 2098
- Cn1cc(CN2CCCC(CO)(Cc3ccccc3)C2)cn1 (stereo unspecified)
  1424 | 1677
- COc1ccc(C(=O)N[C@H](C(=O)N2CCN(c3ccccc3F)CC2)C(C)C)cc1
  1454 | 1720
- CC(=O)N/N=c1\sc2ccccc2n1C
  1627 | 1621
- Cc1cc(-n2c(C)cc(C(=O)COc3ccccc3[N+](=O)[O-])c2C)no1
  1505 | 1782
- CCCC[C@@H]1CNC(=S)N1CCCC
  1444 | 1620
- CCOC(=O)C1CCCN1C(=O)c1ccc(OC)c(Br)c1 (stereo unspecified)
  1374 | 1695
- Cc1ccc(-c2nnc(SCC(=O)NC(=O)Nc3ccc(C)cc3C)n2N)cc1
  1634 | 2038
- Cc1cc(C(=O)N/N=C/c2ccc(OCc3ccccc3)cc2)c(C)o1
  1670 | 1970
- Cc1nn(CC(=O)Nc2ccc(C(C)C)cc2)c(C)c1[N+](=O)[O-]
  1590 | 1946
- CC(C)Oc1ccc(C(=O)NC2=NCCS2)cc1
  1296 | 1804
- Fc1ccc(-n2c(-c3ccc4ccccc4n3)n[nH]c2=S)cc1Cl
  1744 | 2031
- C/C(=N/OC(=O)c1c(-c2c(F)cccc2Cl)noc1C)c1cnccn1
  1436 | 1473
- CN(c1ccccc1C(=O)N1CCN(Cc2ccc3c(c2)OCO3)CC1)S(C)(=O)=O
  1591 | 1708
- C=CCSc1ncc(CO)n1Cc1ccccc1
  1621 | 2048
- Cc1ncc(CN2CCC(CO)(Cc3ccccc3)CC2)s1
  1591 | 1634

# 5 entries out of the list, sorted by formula weight, smallest number first.
# Each structure is followed by: SRC3 TRFRET art | SRC1 TRFRET art
- CCCC[C@@H]1CNC(=S)N1CCCC
  1444 | 1620
- CC1=CC(=C(C#N)C#N)C=C(C)N1Cc1ccccc1
  1566 | 1865
- Cc1nn(CC(=O)Nc2ccc(C(C)C)cc2)c(C)c1[N+](=O)[O-]
  1590 | 1946
- CC(C)(C)c1cc(NC(=O)Nc2ccc(Br)cc2Cl)no1
  1585 | 1945
- Cc1ccc(-c2nnc(SCC(=O)NC(=O)Nc3ccc(C)cc3C)n2N)cc1
  1634 | 2038

# More compounds follow.
# Each structure is followed by: SRC3 TRFRET art | SRC1 TRFRET art
- O=C(CNC(=O)c1ccc(S(=O)(=O)N2CCCC2)cc1)N/N=C/c1ccc(F)cc1
  1747 | 2029
- CCN1CCN(CCCNC(=O)C(=O)c2c(C)[nH]c3ccccc23)CC1
  1595 | 1972
- Cc1ccc(C)c2[nH]c(=O)c(CN(Cc3ccco3)C(=S)NCC3CCCO3)cc12 (stereo unspecified)
  1556 | 1684
- CCOC(=O)NNC(=O)C1CCC(C)CC1 (stereo unspecified)
  1531 | 1944
